TcdB inh: blocks C. difficile toxin B glycohydrolase activity; P18177; 350,000 tested, 0.24% active; AID 652162; TcdB glycohydrolase enzymatic assay, plate reader; inhibition, % at 9.99 µM; in the data active = inhibition above about 10%
MazF activator: MazEF (E. coli) toxin RNase activation; P0AE70; FAM/BHQ RNA-DNA oligo cleavage fluorescence, 5 h; activation, % at 20 µM; 350,000 tested, 0.32% active; AID 504720; in the data active = activation above about 50%
Target sequence (P0AE70 whole entry, looked up): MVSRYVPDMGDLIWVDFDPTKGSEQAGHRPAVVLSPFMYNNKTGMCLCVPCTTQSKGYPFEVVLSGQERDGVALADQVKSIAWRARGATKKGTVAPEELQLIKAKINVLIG
Rv3671c protease: inhibits the M. tuberculosis serine protease Rv3671c | P9WHR9 | inhibition, % at 5.96 µM | 320,000 tested, 0.048% active | AID 2606; in the data active = inhibition above about 38%;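 note: extracellular domain of Rv3671c used as enzyme; 0% = enzyme with DMSO and 100% = no enzyme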
SSB-PriA inh: K. pneumoniae PriA-SSBct interaction inhibition; 430,000 tested, 0.6% active; AlphaScreen SSBct-PriA binding, biotinylated peptide; inhibition, % at 33 µM; in the data active = inhibition mostly above about 37%, no sharp cut-off; inactive = mostly below about 20%;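 note: plate controls were negative control peptide for no effect and reference peptide for full effect; strong numbers were not always called active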
Yp Topo-I inh: blocks Yersinia pestis topoisomerase I activity. Y. pestis Topo-I cleavage product accumulation, plate reader. activity, % at 10 µM. 360,000 tested, 0.064% active; in the data active = activity above about 50%, passing the limit was not always enough; note: inactives centre near 2
3CLpro inhibitor: SARS-CoV 3CLpro protease inhibition | P0C6X7 | recombinant SARS-CoV 3CLpro, quenched FRET peptide cleavage | inhibition, % at 6 µM | 290,000 tested, 0.14% active | AID 1706; in the data active = inhibition above about 12%
VHR inh abs: inhibitors of human VHR1 phosphatase (DUSP3); 290,000 tested, 0.52% active; inhibition, % at 13.3 µM; recombinant VHR phosphatase, pNPP absorbance; P51452; in the data active = inhibition above about 50%; note: some compounds called inactive have numbers as strong as hits
Target sequence (P51452 whole entry, looked up): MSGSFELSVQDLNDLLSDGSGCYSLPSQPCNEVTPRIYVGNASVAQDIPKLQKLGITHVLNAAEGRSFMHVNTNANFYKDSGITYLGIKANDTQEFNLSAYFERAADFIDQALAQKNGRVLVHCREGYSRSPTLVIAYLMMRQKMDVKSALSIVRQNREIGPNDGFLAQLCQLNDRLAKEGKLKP
PfHsp40 yeast: restores yeast growth despite PfHsp40 toxicity. S. cerevisiae expressing PfHsp40, growth rescue, ATP luminescence. growth rescue, % at 12.5 µM. 340,000 tested, 0.68% active. AID 504582; in the data active = growth rescue above about 28%, passing the limit was not always enough;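 note: yeast W303a lacking pdr1 and pdr3 grown in galactose medium; growth measured after three days at 30 °C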
BH1578 lux ind: inducers of Vibrio cholerae quorum light production without autoinducers. V. cholerae BH1578 lux reporter, luminescence, 6 h. activation, % at 18.7 µM. 350,000 tested, 0.16% active. AID 588436; in the data active = activation mostly above about 9.7%, no sharp cut-off; note: not every result past the cut was called active; inactives centre near 0; reference of the scale not given here
Anthrax LF inh2: anthrax lethal factor protease inhibition. AID 588501. P15917. 360,000 tested, 0.12% active. inhibition, % at 10 µM. multiplex microsphere protease cleavage assay, LF; in the data active = inhibition above about 30%; note: plate controls were buffer without enzyme for full effect and enzyme alone for no effect
Starred values were filed as active, the others as inactive; i = inactive; . = not tested or not shown. Some of the compounds tested; the hit share may differ from the screen's.

SMILES	TcdB inh	MazF activator	Rv3671c protease	SSB-PriA inh	Yp Topo-I inh	3CLpro inhibitor	VHR inh abs	PfHsp40 yeast	BH1578 lux ind	Anthrax LF inh2
CCNc1nc(OC)nc(Oc2ccc(=O)n(-c3ccccc3)n2)n1	.	16	6	-5	-1	-7	2	-0.5	-0.6	2
COc1ccc(CCNS(=O)(=O)c2cn(C)nc2C)cc1OC	0.3	-8	2	3	22	4	10	0.8	-1.3	-5
Cc1ccc(C)c(NC(=S)NNC(=O)c2csc(C(C)C)c2)c1	.	2	6	2	8	1	0	0.2	0.2	1
COc1ccccc1/C=N/NC(=O)c1ccc(Cn2nc([N+](=O)[O-])cc2C)cc1	8.2	0	-7	.	3	0	-10	-0.3	i	-2
Cc1ccc(SCCC(=O)Nc2cccnc2)cc1	0.5	11	1	0	9	0	26	0.2	0.3	-9
COC(=O)c1cc(C(=O)NCC2CCCCC2)cc([N+](=O)[O-])c1	-0.7	1	5	1	-9	-7	25	0.1	-0.3	-1
O=C(Nc1nnc(-c2ccncc2)o1)c1ccc(Br)s1	0.2	-1	8	-7	3	0	6	0.2	i	-2
Cc1ccc(-c2nn(Cc3ccccc3)cc2/C=C/C(=O)O)cc1C	.	-2	-4	-15	-3	5	26	1.3	i	-2
Cn1c(SCC(=O)Nc2cccnc2Cl)nc2ccccc21	1.7	5	-7	-15	13	.	.	0.6	i	-2
O=C(/C=C1\SC(=O)NC1=O)Nc1ccc(F)cc1	1.1	-10	-2	7	4	4	22	-0.6	-3.1	-7
CCCNC(=O)C1(C)CCN(C(=O)/C=C/c2ccccc2)C1 (centres undefined)	0.2	.	.	.	-1	.	.	.	0.5	-6
O=C(O)c1cccc(NC(=O)c2ccc(Cl)c(S(=O)(=O)N3CCCCCC3)c2)c1	-0.2	1	-6	-3	-8	6	12	0.0	-0.3	1
O=C(NCCCN1CCN(c2ccccc2F)CC1)C1CCC(=O)N1C1CCCCC1 (centres undefined)	-0.3	-2	3	3	2	-3	5	-1.9	-1.8	-2
CCCCCCC(=O)N/N=C/c1c(O)n(CCCC)c(=S)[nH]c1=O	1.9	-3	7	.	3	2	-8	-1.0	-5.3	-13
CCC(=O)Nc1ccc(S(=O)(=O)NCC2CCCO2)cc1 (centres undefined)	.	-1	-4	-2	1	2	17	-1.8	-0.6	3
CN(Cc1ccc(Cl)cc1)C(=O)c1ccc(S(=O)(=O)NCc2ccco2)cc1	1.3	-4	-3	9	32	.	.	-0.5	i	-2
CCCCN1C(=O)C(CC(=O)NCc2ccco2)CC(C(=O)N(C)C)=C1C (centres undefined)	0.8	8	.	.	2	.	.	.	-0.2	-8
O=C(CCCO)CCCCCCCCC[C@H]1N[C@H](CO)[C@@H](O)[C@@H]1O	0.3	2	3	-35	1	-3	-3	0.4	-0.4	-1
CCOc1ccc(C(=O)Nc2cccc(-n3cnnn3)c2)cc1OCC	-4.2	5	-35	-4	-6	5	2	-1.0	-0.3	4
Cc1cc2[nH]cnc2c([N+](=O)[O-])c1C	2.8	-16	-2	1	-1	0	12	-1.2	1.4	-11
CC1CC(CCN)(c2ccccc2)C(C)CN1C (centres undefined)	1.2	-3	4	8	2	3	5	-1.4	0.7	0
CC(=O)Nc1cc(-c2cccc(N)c2)cn2c(-c3ccc(C(C)=O)cc3)cnc12	1.3	.	.	.	2	.	.	.	i	-5
O=C(Nc1ccncc1)c1ccc(NS(=O)(=O)c2ccc3[nH]c(=O)[nH]c3c2)cc1	-0.4	-12	-1	-13	-4	2	-3	3.1	i	-4
O=C1C2C3C=CC(C2C(=O)N1C1CCCCC1)C1C(=O)N(C2CCCCC2)C(=O)C31 (centres undefined)	.	5	-9	-11	0	5	22	0.9	i	3
Cc1cccc(-n2c(O)c(C)c(=O)[nH]c2=S)c1	-0.8	3	.	-4	-7	4	15	-0.7	-0.1	-1
CCN1CCN(C(=O)C(C)Nc2ccc(OC)cc2OC)CC1 (centres undefined)	-22	2	1	38	0	3	9	-0.3	0.7	-24
O=C(Nc1cccc(C(=O)O)c1)/C(=C/c1ccccc1)NC(=O)c1cccc(Br)c1	-0.3	-2	5	-4	-6	.	.	0.0	i	.
Cc1nc(C(=O)NNC(=O)c2ccc(Cl)cc2)cs1	-0.2	-4	-5	2	-6	3	12	1.6	-1.3	.

Exported with two lines to a compound: six of the compounds above.
Values in the order – TcdB inh, MazF activator, Rv3671c protease, SSB-PriA inh, Yp Topo-I inh, 3CLpro inhibitor, VHR inh abs, PfHsp40 yeast, BH1578 lux ind, Anthrax LF inh2
> CCCNC(=O)C1(C)CCN(C(=O)/C=C/c2ccccc2)C1 (centres undefined)
  0.2, ., ., ., -1, ., ., ., 0.5, -6
> CCN1CCN(C(=O)C(C)Nc2ccc(OC)cc2OC)CC1 (centres undefined)
  -22, 2, 1, 38, 0, 3, 9, -0.3, 0.7, -24
> CCNc1nc(OC)nc(Oc2ccc(=O)n(-c3ccccc3)n2)n1
  ., 16, 6, -5, -1, -7, 2, -0.5, -0.6, 2
> COC(=O)c1cc(C(=O)NCC2CCCCC2)cc([N+](=O)[O-])c1
  -0.7, 1, 5, 1, -9, -7, 25, 0.1, -0.3, -1
> CN(Cc1ccc(Cl)cc1)C(=O)c1ccc(S(=O)(=O)NCc2ccco2)cc1
  1.3, -4, -3, 9, 32, ., ., -0.5, i, -2
> Cc1nc(C(=O)NNC(=O)c2ccc(Cl)cc2)cs1
  -0.2, -4, -5, 2, -6, 3, 12, 1.6, -1.3, .
